Compound activity as filed in PubChem.
M5 antag: CHRM5 antagonism in calcium assay; P08912; CHO-hM5 cells, Fluo-8 calcium fluorescence, ACh EC80; hit rate 0.59% among 360,000; inhibition, % at 3 µM;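 active = inhibition above a per-plate cutoff, the mean of that plate's test compounds plus 3 SD, cut at about 27% in these data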;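 also: 0% = acetylcholine EC80 with DMSO and 100% = DMSO without agonist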
Target sequence (P08912 whole entry, looked up): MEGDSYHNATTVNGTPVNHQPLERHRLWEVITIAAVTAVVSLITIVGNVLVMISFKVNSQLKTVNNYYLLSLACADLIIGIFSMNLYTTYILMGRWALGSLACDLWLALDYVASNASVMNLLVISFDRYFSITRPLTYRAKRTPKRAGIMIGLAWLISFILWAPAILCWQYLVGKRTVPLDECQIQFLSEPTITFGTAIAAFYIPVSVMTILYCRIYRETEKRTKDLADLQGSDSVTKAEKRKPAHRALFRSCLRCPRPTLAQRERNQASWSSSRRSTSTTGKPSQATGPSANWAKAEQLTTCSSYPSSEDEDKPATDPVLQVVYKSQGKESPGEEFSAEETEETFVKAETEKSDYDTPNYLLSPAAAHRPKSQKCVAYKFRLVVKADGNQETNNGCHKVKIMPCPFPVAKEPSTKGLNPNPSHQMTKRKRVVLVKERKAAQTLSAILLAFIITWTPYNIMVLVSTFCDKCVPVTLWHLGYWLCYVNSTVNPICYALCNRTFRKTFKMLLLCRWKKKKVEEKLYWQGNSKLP
CHO-K1 Ca antag: counter-screen for M1 antagonists: effect in parental CHO-K1 cells; ATP-induced calcium, Fluo-8 fluorescence; inhibition, % at 3 µM; hit rate 0.6% among 360,000;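 active = inhibition above a per-plate cutoff, the plate's mean sample inhibition plus 3 SD, cut at about 24% in these data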;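 also: 0% = DMSO plus EC80 ATP and 100% = DMSO alone without ATP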
CHRM4 agonist: agonists of human muscarinic M4 receptor (CHRM4). P08173. CHO-K1 hM4/Gqi5, Fluo-8 calcium fluorescence; vehicle 0%, full acetylcholine response 100%. activation, % at 3 µM. hit rate 0.14% among 360,000. AID 624127;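 active = activation above the run mean over all test wells plus 3 SD, cut at about 32% in these data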;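 also: peak over basal fluorescence ratio per well then scaled between controls; 0% = DMSO wells and 100% = acetylcholine at EC100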
Target sequence (P08173 whole entry, looked up): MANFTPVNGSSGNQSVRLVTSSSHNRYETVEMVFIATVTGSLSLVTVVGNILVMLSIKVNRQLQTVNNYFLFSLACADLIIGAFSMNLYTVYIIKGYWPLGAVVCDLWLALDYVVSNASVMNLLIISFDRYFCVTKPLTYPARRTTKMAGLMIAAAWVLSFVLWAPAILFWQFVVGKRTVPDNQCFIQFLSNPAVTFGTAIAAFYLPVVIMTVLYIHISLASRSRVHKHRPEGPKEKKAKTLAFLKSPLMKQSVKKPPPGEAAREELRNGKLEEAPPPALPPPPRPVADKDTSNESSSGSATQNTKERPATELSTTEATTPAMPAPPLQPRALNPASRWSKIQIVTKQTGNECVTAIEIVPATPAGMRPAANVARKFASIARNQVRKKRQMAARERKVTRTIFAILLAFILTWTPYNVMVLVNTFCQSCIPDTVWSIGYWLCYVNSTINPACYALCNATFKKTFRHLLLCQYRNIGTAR
M1 PAM parental: M1 PAM counterscreen hit in parental CHO-K1 cells. ATP EC20, Fluo-8 calcium fluorescence; 0% at ATP EC20, 100% at ATP max. activation, % at 3 µM. hit rate 0.02% among 360,000. AID 602247;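 active = activation above the run cutoff, the mean activation of all test compounds plus 3 SD, cut at about 40% in these data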;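 also: peak over basal fluorescence ratio in a 140 s read after ATP addition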
M5 PAM: potentiates acetylcholine response at human M5 receptor; activation, % at 3 µM; hit rate 0.3% among 360,000; AID 624038; CHO-K1 hM5, Fluo-8 calcium, ACh EC20 PAM; 0% = ACh EC20, 100% = ACh EC100; P08912;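 active = activation above the run cutoff, the mean activation of all test compounds plus 3 SD, cut at about 18% in these data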
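System: CHO-K1 cell line with stable human muscarinic M5 receptor expression | Also added: EC20 acetylcholine as agonist stimulus | Compound: One concentration, 3 µM final (nominal) | Timing: Fluo-8 loading 80 min at 37 °C plus 30 min room temperature | Measured by: Fluo-8 calcium dye fluorescence, kinetic read | Read-out basis: % activation, ACh-normalized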
CHO-K1 Ca ag: M1 agonist counterscreen hit in parental CHO-K1 cells. Fluo-8 calcium fluorescence; scaled to maximal ATP response, vehicle zero. hit rate 0.48% among 360,000. activation, % at 3 µM; in the data active = activation above about 15%;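 also: untransfected CHO-K1 host cells lacking M1 receptor as counterscreen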
CHRM4 antagonist: CHRM4 antagonism in calcium assay; P08173; CHO-hM4 cells, ACh EC80, Fluo-8 calcium fluorescence; inhibition, % at 3 µM; hit rate 0.73% among 360,000;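 active = inhibition above its plate's cutoff, the mean inhibition of sample wells plus 3 SD, cut at about 27% in these data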;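 also: 0% = acetylcholine EC80 with DMSO and 100% = DMSO without agonist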
M5 ag: CHRM5 agonism in calcium assay | P08912 | activation, % at 3 µM | CHO-K1 hM5 cells, Fluo-8 calcium fluorescence; 0% DMSO wells, 100% maximal acetylcholine response | hit rate 0.19% among 360,000 | AID 624037;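 active = activation above the run's mean over test compounds plus 3 SD, cut at about 23% in these data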;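 also: signal is peak over basal fluorescence ratio across the kinetic read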
M4 PAM: CHRM4 positive allosteric modulation. activation, % at 3 µM. AID 624126. CHO-K1 hM4/Gqi5, Fluo-8 calcium fluorescence, ACh EC20; 0% = ACh EC20, 100% = maximal ACh. P08173. hit rate 0.4% among 360,000;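 active = activation above its plate's cutoff, the mean activation of sample wells plus 3 SD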; also: some results filed as inactive read as strong as hits
* marks the source's active call; other numbers are inactive results.

SMILES	M5 antag	CHO-K1 Ca antag	CHRM4 agonist	M1 PAM parental	M5 PAM	CHO-K1 Ca ag	CHRM4 antagonist	M5 ag	M4 PAM
O=C1CCCN1CN(C(=O)c1ccc2c(c1)OCO2)c1cccc(Cl)c1	1.7	-6.9	-0.7	15.0	1.9	0.9	2.8	-6.6	-2.0
O=C(CC(c1ccccc1)(c1ccccc1)c1ccccc1)N[C@@H](Cc1ccccc1)C(=O)O	-3.6	-15.8	-0.1	12.8	2.4	-0.1	-0.3	2.6	-1.9
CNC(=O)CSc1nnc(-c2ccncc2)n1Cc1ccccc1	-2.5	2.8	0.5	-5.9	1.1	0.1	7.2	2.5	-8.2
CC(=O)c1c(C)[nH]c(C(=O)Nc2cccc(C(F)(F)F)c2)c1C	28.8*	3.5	20.4	-11.2	-12.6	18.4*	9.6	7.4	-13.6
CCN(CC)S(=O)(=O)c1ccc(OC)c(NC(=O)c2cc(=O)[nH]c3ccccc23)c1	2.0	-8.3	3.8	16.1	4.1	1.5	3.2	1.4	-2.8
Cc1ccc(/C=C(/C#N)C(=O)NC(=O)Oc2ccccc2)cc1	1.2	-19.7	0.3	13.2	1.6	0.1	3.5	1.6	-3.1
CC1CCN(C(=O)CN(CCc2ccccc2)S(C)(=O)=O)CC1	-0.4	4.1	-0.5	-6.4	0.1	0.1	16.6	-6.0	1.8
C[C@@H]1CN([C@@H](C)CO)C(=O)CCCn2nncc2CO[C@H]1CN(C)S(=O)(=O)c1cccc(C#N)c1	-2.8	-4.0	0.3	21.0	-1.1	0.5	3.2	0.6	-2.2
CCOc1ccc(C(=O)NCC(=O)OCc2nnc(-c3ccccc3)o2)cc1OCC	0.3	-8.0	1.7	7.6	-0.6	0.6	-9.4	-1.5	2.3
Cc1ccc(C(=O)OCC(=O)N2CC(C)OC(C)C2)cc1 (centres undefined)	22.5	-2.8	2.3	-7.8	-8.5	0.3	-6.5	-2.6	15.7*
Cc1ccc(SCC(=O)OCC(=O)NCCc2ccccc2)cc1C	-0.1	-11.3	0.6	-13.2	-0.2	0.0	-11.8	-3.0	7.5
CCCCC(=O)Oc1ccccc1C1SCc2cc(C)c(C)cc2CS1	5.6	8.5	0.1	-4.3	-5.6	0.0	1.2	-1.9	2.6
COc1cc(C(=O)N(C)C2CCCCC2)ccc1OC1CCN(C(C)=O)CC1	1.3	-9.8	0.5	15.3	7.8	1.2	8.2	2.1	-1.9
CCOC(=O)CCNC(=O)N1CCCC(CNS(=O)(=O)Cc2ccccc2)C1 (centres undefined)	-6.8	-4.3	2.3	11.7	-3.2	1.9	3.7	-1.6	-1.8
O=C(c1ccccc1F)N1CCN(C(=O)C2CC2)CC1	1.7	1.9	1.9	7.3	1.0	0.2	-8.6	-4.2	7.2
COc1ccc(S(=O)(=O)N2CCN(c3ccccc3OC)CC2)cc1OC	-5.7	-7.8	2.9	22.2	3.6	1.4	-5.9	-1.7	0.8
O=C(Cc1ccc(Cl)cc1Cl)Nc1ccc(OC(F)F)c(Cl)c1	2.4	4.3	4.3	6.0	-13.6	3.2	3.3	-1.8	-11.8
Cc1ccc(Nc2cc(C)c(O)c(C)c2)cc1	0.3	-0.9	1.0	7.4	0.8	1.0	-7.7	0.4	3.0
CCN(CC)CCCNC(=O)c1cc(Nc2ccc(OC)cc2)nc2ccccc12	6.1	-13.7	1.3	-3.7	-3.5	0.1	14.8	-7.3	-8.2
CNC(=O)/C(C#N)=C/c1c(N(Cc2ccccc2)Cc2ccccc2)nc2ccccn2c1=O	8.5	0.2	8.8	-5.3	-14.0	3.3	-3.7	1.4	-13.4
CC(=O)Nc1cc(Cl)ccc1OS(=O)(=O)c1ccc(C)cc1	-2.6	2.2	-0.1	-6.0	-0.7	0.1	2.3	-3.4	2.5
S=c1nc(-c2ccccc2)oc2c1CCCC2	-10.8	-6.6	0.9	4.7	15.6	0.2	-7.4	-1.6	1.8
Cc1ccc2c(c1)N(C(=O)CCC(=O)N1CCOCC1)CC(C)O2 (centres undefined)	8.8	0.9	8.9	10.0	-10.6	3.1	-16.6	3.4	-4.3
Cc1noc(C)c1NC(=O)N(C)C[C@H]1Oc2ccc(NS(=O)(=O)c3cccs3)cc2C(=O)N([C@H](C)CO)C[C@@H]1C	8.0	-18.3	1.7	13.4	-1.5	0.3	-1.7	-4.5	14.9
CCCCc1nnc(NC(=O)Cc2ccc(S(=O)(=O)N3CCOCC3)s2)s1	12.3	-3.5	2.2	-9.6	4.2	0.3	-7.8	1.6	6.0
Cc1cc(C(=O)NNC(=O)c2ccccc2F)c2ccccc2n1	-1.6	-1.7	2.2	0.9	5.1	0.2	8.6	1.9	5.2
COc1ccc(-c2nnc(SCC(=O)N/N=C/c3ccccc3C(=O)O)n2-c2ccc(Cl)cc2)cc1	7.3	-15.2	0.9	23.3	0.0	0.4	18.0	-4.1	9.9
O=C(NN=C1CCN(Cc2ccccc2)CC1)c1cc(Br)ccc1O	5.8	-14.6	7.4	19.9	-7.4	7.9	3.9	2.4	-5.4
O=S(=O)(Nc1ccc(Oc2ncccn2)c(Cl)c1)c1ccc(Cl)cc1	1.4	3.7	3.9	11.9	-2.7	2.3	2.9	3.9	3.6
O=C(CCCC(=O)OCC(=O)c1cccs1)Nc1ccc(Oc2ccccc2)cc1	-0.5	-5.8	9.1	13.0	-5.2	4.0	-15.8	-3.1	-8.4
COC(=O)c1cc(NC(=O)c2ccc([N+](=O)[O-])cc2)c(=O)oc1C	-3.4	10.7	2.2	-12.1	-6.4	0.0	-8.0	0.1	15.3
O=c1nc2n(c3ncccc13)CCCCC2	18.6	-1.1	13.5	-4.4	-11.5	3.1	-4.1	-6.8	-12.9
COc1ccc(-c2cc(=O)oc3c(C)c(OCC(=O)NCC4CCC(C(=O)O)CC4)ccc23)cc1 (centres undefined)	4.5	1.2	0.5	10.6	-9.7	0.3	5.5	-0.2	-0.4
Cc1cc(C)c2cc3c(N)c(C(=O)N4CCOCC4)sc3nc2c1	4.9	-3.8	0.1	-3.1	-10.9	-0.6	-12.4	-5.2	15.1
COC(=O)Cc1cc(=O)[nH]c(/N=C(\N)Nc2ccc(C)cc2C)n1	4.6	-11.5	1.4	3.2	-7.6	0.5	0.5	0.9	8.4
Cc1cc(C(=O)CN2C(=O)NC(CC(C)C)C2=O)c(C)n1C1CC1 (centres undefined)	7.2	7.0	10.2	-5.5	-1.6	0.8	-2.2	6.5	-1.4
O=C(CNC(=O)c1ccccc1F)N/N=C/c1cccnc1	-5.1	-3.8	1.9	12.0	7.4	0.8	0.9	-1.5	4.1
CC1(c2ccc3ccccc3c2)NC(=O)N(CC(=O)Nc2ncccc2O)C1=O (centres undefined)	-0.2	-7.9	0.6	5.3	1.4	1.4	11.5	3.5	-2.1
Cc1ccc(C(=O)NC(c2ccccc2)C(Cl)Cl)cc1 (centres undefined)	7.2	3.5	0.9	5.6	-4.4	1.2	-10.2	-3.5	4.9
O=[N+]([O-])c1ccc(-c2ncc(-c3ccc(Br)cc3)o2)cc1	9.0	-17.1	0.5	20.6	-5.9	1.1	-8.9	-1.2	-10.4

Four records picked at random from the list so far:
SMILES	M5 antag	CHO-K1 Ca antag	CHRM4 agonist	M1 PAM parental	M5 PAM	CHO-K1 Ca ag	CHRM4 antagonist	M5 ag	M4 PAM
O=C(CC(c1ccccc1)(c1ccccc1)c1ccccc1)N[C@@H](Cc1ccccc1)C(=O)O	-3.6	-15.8	-0.1	12.8	2.4	-0.1	-0.3	2.6	-1.9
COc1cc(C(=O)N(C)C2CCCCC2)ccc1OC1CCN(C(C)=O)CC1	1.3	-9.8	0.5	15.3	7.8	1.2	8.2	2.1	-1.9
CC(=O)c1c(C)[nH]c(C(=O)Nc2cccc(C(F)(F)F)c2)c1C	28.8*	3.5	20.4	-11.2	-12.6	18.4*	9.6	7.4	-13.6
CC1CCN(C(=O)CN(CCc2ccccc2)S(C)(=O)=O)CC1	-0.4	4.1	-0.5	-6.4	0.1	0.1	16.6	-6.0	1.8

Later entries.
SMILES	M5 antag	CHO-K1 Ca antag	CHRM4 agonist	M1 PAM parental	M5 PAM	CHO-K1 Ca ag	CHRM4 antagonist	M5 ag	M4 PAM
C=CCOc1ccc(C(=O)O)cc1Cl	11.9	7.4	-0.4	-24.5	-1.9	-0.4	-8.2	2.0	19.5
COc1ccc(NC(=O)CSc2ccc(-c3cccnc3)nn2)c(OC)c1	3.6	3.2	2.9	0.2	-6.9	1.0	-5.7	-1.3	2.7
COc1ccc2c(c1)CCc1c(C(=O)NCc3ccc(Cl)cc3)noc1-2	-5.5	-10.6	1.0	6.8	2.0	-0.2	2.7	0.1	0.5
CCCNC(=O)CCCN1C(=O)c2ccccc2Sc2ncccc21	-6.0	-5.2	1.1	5.4	-1.0	0.1	-21.9	-2.8	2.9
CC(C)CC(NC(=O)C(NC(=O)C(Cc1ccc(OCc2ccccc2)cc1)NC(=O)OC(C)(C)C)C(C)C)C(N)=O (centres undefined)	3.0	-9.8	-0.6	8.5	-3.7	-0.3	1.8	-0.1	1.1
COc1ccccc1CNc1ccc([N+](=O)[O-])cc1C	32.8*	3.1	13.3	2.2	-15.4	6.7	3.1	-4.9	-11.9
O=C(COCc1cc(-c2ccc3c(c2)OCO3)on1)N1CCCCC1	5.2	3.1	2.8	-5.4	-4.9	0.8	-0.8	-0.2	0.8
CCN1CCN(C(=O)C2CCN(c3nnc(C)c4c(C)n(-c5ccc(C)cc5)nc34)CC2)CC1	-1.1	-1.2	9.6	-3.6	-4.7	9.1	-2.1	-5.5	-5.7
Cc1ccc(NC(=O)Nc2cnccn2)cc1C	-10.6	-2.4	1.7	3.7	6.6	0.7	6.2	6.5	-14.7
COCCCNC(=O)/C=C/c1ccc(OCc2c(F)cccc2Cl)cc1	8.9	-11.3	1.8	17.2	-6.0	1.3	-4.5	-0.4	0.4
O=C(O)CN1CCN(Cc2ccccc2)C1=O	-3.6	-20.6	0.8	21.9	-5.0	0.8	8.3	-3.8	16.4
CC(O)CN(CC(C)O)c1ccc2c(c1)Cc1cc([N+](=O)[O-])ccc1-2 (centres undefined)	72.8*	59.6*	90.2*	-20.3	-36.6	173.6*	34.5*	527.0*	-14.0
CCN(CC(=O)NCCCn1ccnc1)S(=O)(=O)c1ccc(C)cc1	8.9	-8.9	-0.3	6.0	-0.5	0.0	-25.2	-4.5	6.2
CN(C)S(=O)(=O)c1ccc2c(c1)C(CC(=O)O)NC2=O (centres undefined)	-7.5	13.8	1.6	-5.7	-2.8	-0.2	-0.2	-0.1	-1.6
COCCNc1nc2cc(-c3ccccc3)sc2c(=O)n1C	-10.3	-10.3	2.2	10.7	0.8	1.1	-8.4	-1.8	4.5
CC(C)C(C(=O)Nc1sc2c(c1C#N)CCCCC2)N1C(=O)c2ccccc2C1=O (centres undefined)	-7.8	-10.1	0.2	8.9	-5.6	0.0	0.4	-0.3	0.7
Cc1c(NC(=O)Nc2cccc(C#N)c2)c(=O)n(-c2ccccc2)n1C	6.8	-10.7	9.1	11.3	-1.3	2.8	-1.5	2.8	-2.7
CC(C)CC(=O)NC(=S)Nc1nc(-c2cccc3ccccc23)cs1	8.8	21.5	-0.7	-5.8	-6.8	-0.7	0.0	-0.1	-3.0
O=C(COC(=O)Cc1cccc(C(F)(F)F)c1)NCc1ccco1	2.9	-15.1	-0.2	11.0	-2.9	-0.1	-18.9	3.9	32.0*
CN1CCCCC1(C)C(=O)NCc1ccc(C(C)(C)C)cc1 (centres undefined)	-9.1	7.6	0.8	1.5	3.1	0.1	-4.5	-1.8	-0.4
